TEAD-YAP inh: TEAD-YAP interaction inhibition, primary screen, TEAD-YAP interaction inhibitor project, luminescence, HEK-TIYL cells. inhibition, % at 9.12 µM. TEAD-Gal4/YAP UAS-luciferase luminescence. 640,000 tested, 1.4% active; in the data active = inhibition above about 32%;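 note: 0% = median of test compound wells and 100% = reference inhibitor wells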
GPR151 ag: activators of human GPR151, primary screen, cell-based, PathHunter beta-arrestin, luminescence. PathHunter beta-arrestin GPR151 cells. 650,000 tested, 1% active. AID 1508602, 2020. activation, % at 11.2 µM; in the data active = activation above about 4.9%;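 note: 0% = median of compound wells and 100% = cells with positive control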
Target sequence (Q8TDV0 whole entry, looked up): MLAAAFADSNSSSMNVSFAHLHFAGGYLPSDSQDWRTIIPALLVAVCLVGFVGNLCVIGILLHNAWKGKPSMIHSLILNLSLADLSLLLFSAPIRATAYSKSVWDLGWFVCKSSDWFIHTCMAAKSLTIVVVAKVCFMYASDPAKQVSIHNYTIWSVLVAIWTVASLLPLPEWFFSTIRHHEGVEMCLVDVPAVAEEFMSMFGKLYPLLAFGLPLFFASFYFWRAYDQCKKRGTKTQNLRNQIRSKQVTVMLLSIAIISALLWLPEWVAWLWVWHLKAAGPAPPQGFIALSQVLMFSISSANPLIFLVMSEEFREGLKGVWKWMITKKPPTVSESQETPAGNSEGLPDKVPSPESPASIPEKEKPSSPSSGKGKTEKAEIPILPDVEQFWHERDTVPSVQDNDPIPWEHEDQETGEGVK
FBW7 activator: FBW7 E3 ligase activators, primary screen, biochemical, AlphaScreen, human. 650,000 tested, 0.13% active. F-box/WD repeat-containing protein 7 (Homo sapiens), Q969H0. normalized activity (activation), % at 26.1 µM. AlphaScreen FBW7–phospho-cyclin E peptide binding, activator screen; in the data active = normalized activity above about 1.9%;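 note: purified mutant Fbw7 with reduced substrate affinity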
Target sequence (Q969H0 whole entry, looked up): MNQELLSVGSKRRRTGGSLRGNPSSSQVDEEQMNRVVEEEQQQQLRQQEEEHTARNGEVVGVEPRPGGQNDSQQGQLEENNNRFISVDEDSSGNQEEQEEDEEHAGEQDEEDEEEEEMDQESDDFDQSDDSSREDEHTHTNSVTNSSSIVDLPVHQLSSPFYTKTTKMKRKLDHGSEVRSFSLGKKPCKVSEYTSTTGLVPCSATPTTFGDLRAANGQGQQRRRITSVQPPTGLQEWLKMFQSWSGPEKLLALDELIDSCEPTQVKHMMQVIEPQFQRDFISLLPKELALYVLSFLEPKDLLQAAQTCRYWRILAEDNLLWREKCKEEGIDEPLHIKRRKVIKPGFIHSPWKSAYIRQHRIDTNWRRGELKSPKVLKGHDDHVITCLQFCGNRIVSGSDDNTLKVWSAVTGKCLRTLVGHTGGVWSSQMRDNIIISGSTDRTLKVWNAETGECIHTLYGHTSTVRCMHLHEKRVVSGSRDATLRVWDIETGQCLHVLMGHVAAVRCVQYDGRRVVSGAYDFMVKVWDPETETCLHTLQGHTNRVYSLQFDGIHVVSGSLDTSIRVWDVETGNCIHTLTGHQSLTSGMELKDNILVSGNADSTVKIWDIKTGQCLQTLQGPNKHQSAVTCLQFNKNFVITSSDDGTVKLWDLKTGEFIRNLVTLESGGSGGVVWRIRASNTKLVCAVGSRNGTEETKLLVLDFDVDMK
MITF inh: MITF inhibitors, primary screen, biochemical, AlphaScreen, human; Microphthalmia-associated transcription factor (Homo sapiens), O75030; inhibition, % at 2.6 µM; AlphaScreen MITF homodimerization, bead proximity signal; 650,000 tested, 0.91% active; in the data active = inhibition above about 50%;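 note: 0% = vehicle wells with protein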
Active calls of the source: *.

Screens in order – TEAD-YAP inh, GPR151 ag, FBW7 activator, MITF inh
> NC(=S)Cc1nc(-c2ccccc2)cs1
    -26.8, -1.0, -0.2, -4.8
> CCN(c1ccccc1)c1nnc(NC(=O)Nc2ccc(F)cc2)s1
    -0.6, 0.9, -0.1, 7.0
> C=CCOc1ccc(C(=O)Nc2ccccc2Br)cc1
    -29.7, 0.1, 0.1, -5.5
> COc1ccccc1-n1c(/C=C2/C(=O)N(C)c3ccccc32)nc2ccccc2c1=O
    8.1, -0.8, 0.4, 9.3
> CC(C)CCn1nc(C(=O)N2C(=O)c3cccc(N)c3C2=O)c2ccccc2c1=O
    5.5, -0.4, 0.0, -4.2
> N#CC1=C(N)Oc2n[nH]c(-c3ccccc3)c2C12C(=O)Nc1c(C(F)(F)F)cccc12 (stereo not given)
    12.0, -2.1, 0.4, 4.7
> COc1ccccc1CNC(=O)c1c[nH]c2ccc(S(=O)(=O)N3CCc4ccccc43)cc2c1=O
    6.5, 0.8, 0.3, -8.5
> CC(=O)C(C(=O)N(C)C)n1cnc2c(nnn2-c2cccc(C)c2)c1=O (stereo not given)
    -0.2, -0.2, 0.1, 6.8
> CC(C)N(Cc1ccccc1)C(=O)/C=C/c1ccc2c(c1)OCO2
    -8.7, -1.6, -0.1, -10.1
> COc1cc2[nH]c3c(=O)n(CC(=O)N4CCN(c5cccc(Cl)c5)CC4)cnc3c2cc1OC
    6.5, 2.0, 0.3, 6.8
> Cc1cc(OCC(=O)Nc2ncc(S(=O)(=O)c3ccc([N+](=O)[O-])cc3)s2)cc(C)c1Cl
    4.2, -1.9, -0.1, -1.8
> Cc1cc(C(=O)COC(=O)C2COc3ccccc3O2)c(C)n1Cc1cccs1 (stereo not given)
    -6.4, 0.0, -0.2, 1.9
> COc1ccc([C@@H]2Nc3ccc(C(C)=O)cc3[C@@H]3C=CC[C@@H]32)cc1[N+](=O)[O-]
    1.1, -1.1, -0.1, 9.3
> O=C1NC(=S)N/C1=C/c1ccc(-c2cc([N+](=O)[O-])ccc2Cl)o1
    -7.3, -0.4, -0.2, 11.3
> COC(=O)c1cc(NC(=O)Cc2noc3ccc(C)cc23)cc(C(=O)OC)c1
    1.3, -1.3, -0.1, 1.7
> CC(=O)Nc1ccc(S(=O)(=O)N2CCC(C)CC2)cc1
    2.8, 0.2, -0.2, 4.8
> COc1ccccc1-c1nnc(SC)n1C
    -1.8, 0.7, 0.0, 13.8
> COCCCN1C(=O)c2oc3ccc(Cl)cc3c(=O)c2C1c1ccccc1F (stereo not given)
    1.9, 0.7, 0.1, 11.4
> O=C(CN1C(=O)NC2(CCc3ccccc32)C1=O)Nc1nc(-c2ccc(F)cc2)cs1 (stereo not given)
    7.7, 2.0, -0.1, -1.8
> O=C1CS/C(=C/c2nc(-c3ccc(Cl)cc3)cs2)N1
    -40.6, -1.2, 0.6, 2.0
> O=C1c2cccc3cccc(c23)C(=O)N1CC1CCN(S(=O)(=O)c2ccc(F)cc2)CC1
    4.1, 1.6, 0.0, 13.5
> CCCCNS(=O)(=O)c1cccc2nonc12
    11.0, 0.7, 0.0, 5.8
> CCSc1nc2sccn2c(=O)c1C(=O)NC(C)C
    8.0, -0.8, 0.0, 14.8
> COc1cc(/C=C2\NC(=S)N(C)C2=O)cc(Br)c1O
    4.7, -2.3, 0.2, 19.2
> NC1=NC(c2ccc([N+](=O)[O-])o2)n2c(nc3ccccc32)N1 (stereo not given)
    12.4, -3.2, 0.0, 4.5
> Nc1c(C(=O)c2ccc(Br)cc2)sc2nc(-c3cccnc3)ccc12
    -2.6, -0.4, 0.7, 15.0
> Cn1cnnc1Sc1nc2c(c(=O)n(C)c(=O)n2C)n1Cc1ccccc1Cl
    11.4, -0.6, 0.5, 3.8
> COc1cccc(-c2nc3n(n2)C(c2ccccc2Cl)C2=C(CCCC2=O)N3)c1 (stereo not given)
    0.0, -1.7, 0.2, 4.9
> COc1cc(Nc2nc3ccc(C(=O)NC4CC4)cc3s2)cc(OC)c1OC
    0.4, 0.3, 0.0, -2.6
> CC[C@@H]1NC(=O)[C@@H]2C[C@H](NC(=O)c3cc(C(C)(C)C)nn3C)CN2C1=O
    15.4, 2.4, 0.4, 8.9

Ordered by number of heavy atoms (low to high): six of the compounds above
Screens in order – TEAD-YAP inh, GPR151 ag, FBW7 activator, MITF inh
> O=C1NC(=S)N/C1=C/c1ccc(-c2cc([N+](=O)[O-])ccc2Cl)o1
    -7.3, -0.4, -0.2, 11.3
> CCN(c1ccccc1)c1nnc(NC(=O)Nc2ccc(F)cc2)s1
    -0.6, 0.9, -0.1, 7.0
> CC(=O)C(C(=O)N(C)C)n1cnc2c(nnn2-c2cccc(C)c2)c1=O (stereo not given)
    -0.2, -0.2, 0.1, 6.8
> COC(=O)c1cc(NC(=O)Cc2noc3ccc(C)cc23)cc(C(=O)OC)c1
    1.3, -1.3, -0.1, 1.7
> O=C1c2cccc3cccc(c23)C(=O)N1CC1CCN(S(=O)(=O)c2ccc(F)cc2)CC1
    4.1, 1.6, 0.0, 13.5
> COc1ccccc1CNC(=O)c1c[nH]c2ccc(S(=O)(=O)N3CCc4ccccc43)cc2c1=O
    6.5, 0.8, 0.3, -8.5

Remaining list, next part
Screens in order – TEAD-YAP inh, GPR151 ag, FBW7 activator, MITF inh
> COc1cccc(CN(CCCN2CCN(C)CC2)C(=O)c2cc3ccc(-c4cn[nH]c4)cc3[nH]2)c1
    -4.7, 0.5, -0.1, 3.8
> CCNS(=O)(=O)c1ccc2nc(NC(=O)c3c(F)cccc3F)sc2c1
    12.2, 0.6, -0.1, 14.7
> O=C(Cn1c(=O)n(Cc2ccccc2)c(=O)c2ccccc21)NCc1ccccc1
    14.1, 0.8, -0.1, 17.8
> Cc1ccc(Cl)cc1N(Cc1ccc(C(=O)Nc2c(C)n(C)n(-c3ccccc3)c2=O)cc1)S(=O)(=O)c1ccccc1
    4.3, -0.7, -0.2, 1.1
> CC(=O)c1[nH]c2ccccc2c1C(=O)O
    7.5, -1.0, 0.0, -2.0
> NC(=O)c1ccccc1Nc1ccn2c(=O)c3ccccc3nc2n1
    6.8, -2.1, 1.0, 10.8
> CN1C(=O)/C(=C/c2ccc3c(c2)OCO3)SC1=Nc1cccc(C(=O)O)c1
    -10.9, 0.1, -0.2, -4.4
> Cc1cccc(NC(=O)Nc2nnc(N3CCCCC3)s2)c1
    -49.8, 5.6*, -0.1, 4.9
> CC(=O)c1cccc(NC(=O)C(C)N(c2ccccc2)S(C)(=O)=O)c1 (stereo not given)
    2.8, 2.2, -0.2, -8.9
> CCCc1nc2ccccc2n1CC(=O)N1CCN(c2ccccc2)CC1
    -0.3, 1.0, 0.5, 7.3
> COc1ccc(C2C(C(=O)NCCCN3CCC(C)CC3)c3ccccc3C(=O)N2C)cc1 (stereo not given)
    -11.7, -1.0, 0.0, -13.2
> CCOc1ccccc1N(CC(=O)NC1CCCC1)S(=O)(=O)c1ccc(SC)cc1
    -17.9, 0.4, 0.1, -8.0
> Cc1cc2oc(=O)cc(CCl)c2cc1C
    0.9, 4.3, 0.1, 4.0
> Cc1ccc(Nc2nc(-c3ccccc3)c(Oc3ccc(Cl)cc3)s2)cc1C
    -12.0, -1.9, 0.0, -6.7
> O=C(Nc1cccc(C(F)(F)F)c1)c1sc2cccc(Cl)c2c1Cl
    3.5, 0.0, 0.2, 14.7
> CCOc1ccc(NC(=O)CSc2nnc(CNC(=O)c3ccc(-c4ccccc4)cc3)n2-c2ccccc2OC)cc1
    7.1, -0.7, -0.1, -3.5
> CCOC(=O)C1CCN(Cc2cc(Br)cc(Br)c2O)CC1
    -3.5, -1.4, 0.7, 14.2
> CC(C)(C)C(=O)N1CCC(c2nc3c(nnn3Cc3ccccc3)c(=O)[nH]2)CC1
    3.9, -0.7, -0.4, 71.3*
> COc1ccc(Br)cc1CNCc1ccc(F)cc1
    -3.1, 0.3, -0.1, -9.1
> CCCCCn1c(SCC2CCCO2)nc2cc(C(=O)N3CCC(C(N)=O)CC3)ccc2c1=O (stereo not given)
    12.4, 0.4, -0.1, 14.3
> CC(=O)c1c(C(F)(F)F)[nH]ccc1=O
    4.8, -0.3, 0.7, 11.8
> COc1ccccc1N1CCN(C(=S)NC(=O)c2ccc(Cl)cc2Cl)CC1
    -4.9, -1.3, -0.2, -11.9
> COc1cc(C2CC(=O)NC3=C2C(=O)CC(C)(C)C3)ccc1OCc1ccccc1 (stereo not given)
    -3.8, -0.4, 0.1, -5.2
> C=CCc1cccc(/C=N\N2CCN(c3ccccc3OC)CC2)c1O
    -11.4, 0.4, -0.2, 2.8
> CN1CCN(C(=O)c2ccc(-c3nc4ccc(C(=O)NCCN5CCOCC5)cc4s3)cc2)CC1
    -49.6, -1.7, 0.0, 13.4
> COC(=O)c1ccc(C(=O)OC)c(S(=O)(=O)N(C)C2CCS(=O)(=O)C2)c1 (stereo not given)
    -6.6, 1.1, 0.1, 11.8
> CN(CC(=O)Nc1ccc(F)cc1)C(=O)C1CCCC1
    -5.8, 0.9, -0.1, -4.6
> COc1ccc(CN2COc3cc4c(cc3C2)OCO4)cc1
    -1.2, -0.8, -0.1, -10.2
> Cc1ccc2c(c1)N(C(=O)Nc1ccccc1C(F)(F)F)CCO2
    0.6, -1.0, 0.1, 14.8
> CCCCC(=O)NC(Nc1sc(C)c(CC)c1C(=O)OC)(C(=O)OCC)C(F)(F)F (stereo not given)
    -3.1, -0.5, 0.1, 3.9
> CCN(CC)CCC(=O)c1c(C)nn2c3ccccc3n(C)c12
    13.6, -1.4, 1.6, 20.1
> O=[N+]([O-])c1ccccc1/C=N/Nc1nccnc1Cl
    -43.7, -1.3, -0.1, 0.3
> O=C1N[C@H](Cc2ccc(O)cc2)C(=O)N2CCN(Cc3nc(-c4ccccc4)cs3)C[C@H]12
    0.5, 0.0, -0.1, -5.5
> COc1cc(/C=c2/sc3nc4ccccc4n3c2=O)cc(I)c1O
    -4.8, 0.7, -0.1, 11.6
> Cc1ccc(NC(=O)C(Cl)Cl)c(Br)c1
    5.5, -1.3, -0.1, -13.3
> CCCn1c(=O)c2c(nc3n2CCN3c2ccc(Br)cc2)n(C)c1=O
    1.8, 2.3, 0.1, -9.0
> COc1ccc2cc(-c3ccc(F)cc3)c(=O)oc2c1
    -75.5, -1.6, 0.0, -4.7
> CCOC(=O)c1c(NC(=O)c2ccc(OC)cc2)sc(C(=O)Nc2ccc(C)c(Cl)c2)c1C
    -5.4, 0.3, 0.2, 3.0
> Nc1nc(SCC(=O)N2CCN(C(c3ccccc3)c3ccccc3)CC2)n[nH]1
    5.4, 1.9, 0.2, 13.0
> O=S(=O)(NC1CCCC1)c1ccc(-n2cccn2)cc1
    -10.0, -0.1, -0.2, 2.1
> CC(=O)C1=C(c2ccc(C)cc2)N(C(C)=O)n2c(nnc2-c2ccc(C)cc2)S1
    6.7, -0.4, -0.4, 3.9
> CN1CCN(c2ccc(N3C(=O)CCCC3=O)cc2[N+](=O)[O-])CC1
    -3.2, 3.1, -0.1, 3.1
> CCc1nc(SCC(=O)Nc2nccs2)c2c(=O)n(C)c(=O)n(C)c2n1
    5.1, 0.8, 0.2, 9.0
> COc1ccc(OC)c(C2SCCN2S(=O)(=O)c2ccc(C)c([N+](=O)[O-])c2)c1 (stereo not given)
    -6.8, 0.8, -0.1, -3.4
> Clc1ccccc1-c1nc(/C=N/N2CCOCC2)c2ccccn12
    -2.4, 1.2, 0.2, 11.4
> CCCOc1ccc(/C(O)=C2/C(=O)C(=O)N(CCN(CC)CC)C2c2ccc(OC)cc2)c(C)c1 (stereo not given)
    1.5, 1.2, -0.2, -1.0
> CNC(=O)C(=O)NCC1OCCCN1S(=O)(=O)c1ccc2c(c1)OCCO2 (stereo not given)
    -4.6, 3.6, -0.1, 3.8
> Cc1cc(C(=O)CSc2nnc(-c3ccco3)o2)c(C)n1Cc1ccco1
    -13.1, 0.0, -0.1, 7.7
> COCCC1CCCCN1Cc1nc(N2CCCC2)c2cc(OC)c(OC)cc2n1 (stereo not given)
    -1.8, 0.6, -0.1, 3.9
> O=C(c1cccc(N2CCCCS2(=O)=O)c1)N1C2CCC1CC(c1ccc(F)cc1)C2 (stereo not given)
    1.4, 1.9, -0.1, -0.3
> COc1ccc(OC)c(C2C3=C(CCCC3=O)Nc3ccc4nc(C)ccc4c32)c1 (stereo not given)
    19.8, 0.6, 0.5, 4.6
> O=C(O)CC1(Cc2nc3ccccc3s2)CCCCC1
    0.7, -0.4, 0.0, -5.2
> c1ccc(CN2CCN(Cc3ccoc3)CC2)cc1
    1.1, 0.1, -0.2, 43.7
> c1ccc(-c2ccnc(Nc3ccc(-c4ncn[nH]4)cc3)n2)cc1
    -22.0, -6.3, 0.0, -5.2
> O=C(COC(=O)Cc1ccc(-c2ccccc2)cc1)Nc1ccc2c(c1)OCO2
    8.3, -1.3, 0.3, 9.5
> COc1ccccc1NC(=O)c1ccc(OCC(=O)Nc2sc3c(c2C#N)CCC3)cc1
    3.7, 0.3, 0.3, 29.6
> CSc1nnc(C)c(=O)n1COC(=O)c1ccccc1I
    7.2, -1.0, 0.2, 1.5
> O=C(CNCc1ccccc1)C12CC3CC(CC(C3)C1)C2
    -2.9, -0.4, -0.1, 4.8
> O=C1NN(c2ccccc2)C(=O)/C1=C/c1cc2c(cc1Br)OCO2
    -1.1, 0.4, 0.0, 4.1
> O=C(Nc1nc2ccc([N+](=O)[O-])cc2s1)c1cc2ccccc2o1
    -24.1, 1.9, -0.2, -1.5
> CCC(C)NC(=O)C(C)N1C(=O)COc2ccc(C)cc21 (stereo not given)
    8.7, 1.8, 0.4, -2.7
> O=C(NCc1nnc2n1CCN(Cc1ccc(-c3ccco3)cc1)CC2)c1cccc(F)c1
    3.8, -1.7, 1.0, 22.0

Source: PubChem BioAssay (The Scripps Research Institute Molecular Screening Center)
